Source: PubChem BioAssay
FBPA Giardia inh: Giardia lamblia aldolase inhibition; Potency, µM (top dose mostly 59.6 µM), for inactives: top-dose activity, negative = inhibition, actives largely listed as inhibitors; A8B2U2; hit rate 0.71% among 290,000; purified Giardia FBPA; note: potency is the fitted concentration of half-maximal effect; nearly all actives have a fitted effect of over 55% in size
Target sequence (A8B2U2 whole entry, looked up): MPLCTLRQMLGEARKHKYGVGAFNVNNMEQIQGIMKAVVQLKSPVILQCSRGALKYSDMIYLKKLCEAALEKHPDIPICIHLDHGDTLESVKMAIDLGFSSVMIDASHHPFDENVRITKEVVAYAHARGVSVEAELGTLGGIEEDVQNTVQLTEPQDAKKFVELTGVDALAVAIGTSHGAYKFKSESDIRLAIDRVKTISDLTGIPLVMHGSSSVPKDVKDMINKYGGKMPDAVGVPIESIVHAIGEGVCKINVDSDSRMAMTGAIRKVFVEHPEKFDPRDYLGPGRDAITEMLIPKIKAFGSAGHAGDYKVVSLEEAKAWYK
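Giardia FBPA (40 nM reagent) was preincubated 10 min at RT with compound (up to 57.5 uM final), then substrate plus GAPDH/TPI/NAD/arsenate coupling system with diaphorase/resazurin was added; resorufin fluorescence (525/598 nm) was read after 20 min.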
Sm TGR block: inhibitors of Schistosoma mansoni thioredoxin glutathione reductase. hit rate 3% among 360,000. Q962Y6. purified TGR, DTNB reduction, TNB absorbance 405 nm. Potency, µM (series often up to 114 µM), for the others: at the highest dose activity change, negative = inhibition, actives largely listed as inhibitors; note: potency is the fitted concentration of half-maximal effect; nearly all actives have a fitted effect of over 60% in size
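TGR 20 nM + NADPH 100 uM (dispensed conc.), cpd preinc 15 min RT; start with NADPH (500 uM addition) then DTNB (15 mM addition). Kinetic TNB absorbance, 405 nm filter. Four-parameter Hill fit across titration.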
AmpC detergent: AmpC beta-lactamase inhibition with detergent present; hit rate 0.041% among 370,000; Potency, µM (highest dose often 114 µM), for the others: top-dose activity change, negative = inhibition, hits mostly inhibitors; AmpC hydrolysis of nitrocefin, absorbance 480 nm, 0.01% Triton;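 note: potency is the fitted concentration of half-maximal effect; 0% = no-compound wells and -100% = no-enzyme wells; nearly all actives have a fitted effect of over 25% in size; some results filed as inactive show a strong effect at the top dose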
Target sequence (P00811 whole entry, looked up): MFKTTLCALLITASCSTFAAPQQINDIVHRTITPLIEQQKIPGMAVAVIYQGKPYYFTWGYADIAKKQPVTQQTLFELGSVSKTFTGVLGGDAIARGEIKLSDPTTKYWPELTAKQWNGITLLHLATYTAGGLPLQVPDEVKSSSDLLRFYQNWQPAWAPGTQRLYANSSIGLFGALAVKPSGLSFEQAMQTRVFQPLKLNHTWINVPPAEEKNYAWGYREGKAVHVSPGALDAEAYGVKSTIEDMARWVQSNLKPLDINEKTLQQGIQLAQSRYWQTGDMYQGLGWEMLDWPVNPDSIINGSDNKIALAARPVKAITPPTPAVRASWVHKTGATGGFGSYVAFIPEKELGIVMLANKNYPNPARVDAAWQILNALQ
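20 mM phosphate pH 7.0 + 0.01% (detergent screen) or 0.0001% Triton X-100; 5.3 nM AmpC reagent; cpd preinc 15 min RT; nitrocefin (800 uM stock) to start; A480 q20 s × 4 min; Activity was normalised to no-enzyme and no-compound control wells.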
AMA1 RON2 block: AMA1-RON2 (P. falciparum) interaction inhibition | AlphaScreen AMA1-biotinylated RON2 peptide binding | hit rate 0.2% among 360,000 | Potency, µM (highest dose often 58.2 µM), for inactives: top-dose activity change, negative = inhibition, hits mostly inhibitors | AID 720542;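 note: potency is the fitted concentration of half-maximal effect; 0% = vehicle wells and -100% = peptide control; nearly all actives have a fitted effect of over 45% in size; some results filed as inactive show a strong effect at the top dose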
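AMA1 (3D7) with his tag at 25 nM final met compounds first, then biotinylated RON2 peptide at 25 nM; detection used donor plus acceptor beads, 10 µg/mL apiece, read by AlphaScreen after 30 min at room temperature.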
AmpC no deterg: blocks E. coli AmpC beta-lactamase in detergent-free assay; Potency, µM (series often up to 57.1 µM), for the others: top-dose activity change, negative = inhibition, usual class: inhibitors; AmpC nitrocefin hydrolysis, absorbance 480 nm, 0.0001% Triton; P00811; hit rate 0.52% among 330,000;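 note: potency is the fitted concentration of half-maximal effect; plate controls were no compound for no effect and no enzyme for full effect; nearly all actives have a fitted effect of over 20% in size; some results filed as inactive show a strong effect at the top dose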
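AmpC (5.3 nM in the dispensed reagent) in 20 mM phosphate pH 7.0 with 0.01% (detergent screen) or 0.0001% Triton X-100 was preincubated with compounds for 15 min at room temperature. Nitrocefin was then added from an 800 uM solution, and hydrolysis was followed at 480 nm.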
HCMV inh: inhibitors of human cytomegalovirus; HFF cells, HCMV-luciferase reporter, 72 h; hits give low values; activity change, negative = inhibition, % at 57.5 µM; hit rate 4.5% among 410,000; AID 1259415; in the data active = activity change below about -60%; inconclusive = no clear call, values can overlap the other calls; inactive = above about -39%
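Two-dose cell screen: HFF monolayers treated with compounds and infected with luciferase-expressing HCMV at 1 PFU/cell, 72 h at 37C, then lysed for luciferase measurement.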
* hit, by the source's call; ? = inconclusive; / = not tested or not shown; & = joins results of further samples; [ ] = another dose, or the depositor's remark. Unless noted, calls come from the whole dose curve; as a rule, active = well fitted curve in the direction sought with a large enough effect; inconclusive = small, poorly fitted or top-dose-only effect, or another doubt; inactive = no such curve, though single readings can be large; an effect the other way counts as inactive or inconclusive. Unless noted, % is set by controls: 0 for no effect and ±100 for the full control effect.

Values run as follows: FBPA Giardia inh	Sm TGR block	AmpC detergent	AMA1 RON2 block	AmpC no deterg	HCMV inh
> O=S(=O)(c1ccccc1)N1CCN(c2ncnc3scc(-c4ccccc4)c23)CC1
 : 5%	2%	-3%	-7%	-4%	?
> COC(=O)c1ccc(N/C=C/C(=O)c2ccc(OC)c(OC)c2)cc1
 : -1%	-13%	-21%	-3%	-15%	69
> CNC(=S)N1CCN(c2c(F)cc3c(=O)c(C(=O)O)cn(C4CC4)c3c2OC)CC1C (stereo unspecified)
 : 25%	-29%	-4%	1%	-4%	-22
> CCN1CCN(c2nc3c(C)cccn3c(=O)c2/C=C(\C#N)C(=O)NCCOC)CC1
 : -9%	-6%	-7%	-5%	-7%	42
> COc1ccccc1N(C)S(=O)(=O)c1ccc(C(=O)NCc2ccc3c(c2)OCO3)cc1
 : -2%	1%	-12%	-25%	-32%	?
> COc1ccc2nc(C)cc(Nc3cccc(C(=O)O)c3)c2c1
 : ?	8%	-13%	0%	-9%	13
> O=C(CN1CCN(Cc2ccccc2Cl)CC1)N/N=C/C=C/c1ccco1
 : -9%	20µM*	1%	54%[activator]	47%	3
> C=CCn1c(SCC(=O)Nc2cc(Cl)ccc2C(=O)O)nc2sc(C)c(C)c2c1=O
 : /	-17%	?	9%	-18%	-26
> COc1ccc(-n2nnc3c(=O)n(CC(=O)N4CCC(C)CC4)cnc32)cc1
 : -3%	5%	-3%	10%	?	-14
> COc1ccc(C(=O)CCC(=O)Nc2ccc(C)c(Cl)c2)cc1
 : /	-3%	-6%	/	/	8
> COc1cc(C(=O)Nc2ccc(Br)cc2C(=O)c2ccccc2Cl)cc(OC)c1OC
 : -1%	-2%	1%	-2%	-9%	-26
> O=c1oc2ccccc2c(Nc2cccc3cccnc23)c1[N+](=O)[O-]
 : -27%	/	3%	19%	-17%	2
> CCCCCCCC(=O)N1CCN(c2cc3c(cc2F)c(=O)c(C(=O)O)cn3CC)CC1
 : 10%	31%	-9%	10%	-8%	?
> O=C(COc1ccccc1Cl)Nc1ccccc1C(=O)N1CCCCC1
 : /	5%	1%	-4%	7%	85
> O=C(COC(=O)c1ccccc1)NCc1cccs1
 : 2%	2%	-6%	5%	-16%	40
> CCN1C(=O)[C@H]2[C@@H](c3ccc(-c4ccc5c(c4)OCO5)cc3)N3CCC[C@@]3(C(=O)OC)[C@H]2C1=O
 : /	-9%	?	1%	-4%	-17
> CC(C)Oc1cc(C(=O)NC2CCCCC2)c2ccccc2n1
 : /	-22%	-11%	2%	-21%	4
> C=CCNC(=O)C(C(=O)OCC)C1CCCCC1 (stereo unspecified)
 : 5%	-30%	?	2%	-4%	3
> Cc1sc(-n2c(C)ccc2C)c(C#N)c1C
 : -9%	0%	-11%	-6%	-22%	21
> O=C(NCc1ccc(N2CCCC2=O)cc1)Nc1cccc(Cl)c1
 : 1%	4%	4%	-1%	-4%	?
> O=C(CSc1nc2c(cnn2-c2ccccc2)c(=O)[nH]1)NC1CCS(=O)(=O)C1 (stereo unspecified)
 : -5%	7%	-7%	-10%	-3%	-25
> CC(=O)c1c(-c2ccccc2)c2cc(Cl)ccc2[nH]c1=O
 : 1%	0%	?	-16%	-23%	-63*
> Cc1ccc(C2(C)NC(=O)N(CC(=O)Nc3ccccc3C(=O)NC3CCCC3)C2=O)cc1 (stereo unspecified)
 : /	0%	-8%	18%	-20%	-27
> O=C(c1ccco1)N1CCN(C(=O)c2cnn3cccnc23)CC1
 : 7%	-24%	-8%	-4%	-7%	7
> COc1ccc(NC(=O)CSc2nnc3ccc(-c4ccccn4)nn23)c(OC)c1
 : /	-1%	-8%	12%	?	-3
> CCOc1ccc(-c2noc(CCCC(=O)NCC3CCCO3)n2)cc1OC (stereo unspecified)
 : /	-6%	1%	5%	41%	15
> CCNC(=O)COc1ncnc2scc(-c3ccc(F)cc3)c12
 : 5%	8%	3%	-4%	-5%	1
> O=C(CSc1nnc(-c2ccc3c(c2)OCCO3)o1)N1CCCC1
 : -8%	-6%	?	5%	-2%	75
> COC(=O)[C@@H]1C[C@H]2CC[C@H](O)C[C@H]2N1Cc1ccccc1OC(=O)c1cccs1
 : -13%&-1%	?	-1%	5%	8%	2
> CCN(CC)C(=O)C(=O)N/N=C/c1ccc(Br)cc1
 : 2%	3%	-2%	-14%	-12%	?

In another format: results already given.
Structure	FBPA Giardia inh	Sm TGR block	AmpC detergent	AMA1 RON2 block	AmpC no deterg	HCMV inh
O=C(CSc1nnc(-c2ccc3c(c2)OCCO3)o1)N1CCCC1	-8%	-6%	?	5%	-2%	75
COC(=O)[C@@H]1C[C@H]2CC[C@H](O)C[C@H]2N1Cc1ccccc1OC(=O)c1cccs1	-13%&-1%	?	-1%	5%	8%	2
O=C(c1ccco1)N1CCN(C(=O)c2cnn3cccnc23)CC1	7%	-24%	-8%	-4%	-7%	7
O=C(CSc1nc2c(cnn2-c2ccccc2)c(=O)[nH]1)NC1CCS(=O)(=O)C1 (stereo unspecified)	-5%	7%	-7%	-10%	-3%	-25

Next part
Values run as follows: FBPA Giardia inh	Sm TGR block	AmpC detergent	AMA1 RON2 block	AmpC no deterg	HCMV inh
> CCCNC(=O)c1c(N)n(-c2cc(OC)cc(OC)c2)c2nc3ccccc3nc12
 : -20%	-19%	-11%	32%[activator]	41%	-17
> CCOC(=O)CN1C(=O)SC(Nc2ccc(C)cc2)C1=O (stereo unspecified)
 : 5%	3%	7%	23%	-7%	-11
> CC(=O)c1ccccc1OCCOCCOc1ccccc1C(C)=O
 : 4%	0%	2%	8%	-14%	-17
> CCNC(=O)NC(C(=O)OC)C12CC3CC(CC(C3)C1)C2 (stereo unspecified)
 : 1%	-2%	-11%	8%	-34%	-5
> Cc1[nH]c2ccccc2c1C(=O)CN1CCCCC1CCO (stereo unspecified)
 : ?	?	-1%	-3%	-6%	-17
> Cc1ccc(NS(=O)(=O)N2CCOCC2)cc1
 : /	5%	5%	-2%	-6%	51
> CCC(C)NC(=O)c1cn(CCOC)c(=O)c2c1c1ccccc1n2C (stereo unspecified)
 : -4%	-8%	-6%	0%	9%	32
> C=C(C)C(=O)OCC(C)C
 : /	-31%	0%	-1%	-11%	6
> Cc1ccccc1C(=O)c1cccn1CC(=O)NCc1ccc2c(c1)OCO2
 : 7%	-3%	-17%	2%	-12%	33
> CC(=O)C1=NOC2C(=O)N(c3ccccc3)C(=O)C12 (stereo unspecified)
 : -2%	11µM*	-3%	1%	-15%	20
> CC(C)(C)c1ccc(S(=O)(=O)NCc2ccccn2)cc1
 : 9%	-5%	-3%	40%[activator]	-7%	-1
> O=C(Nc1ccc(Cl)cc1)c1cc2nc(C3CC3)cc(C(F)(F)F)n2n1
 : 7%	-10%	-1%	0%	-6%	-16
> CC1CN(C(=O)COC(=O)c2nn(-c3ccccc3)c(=O)c3ccccc23)CC(C)O1 (stereo unspecified)
 : 4%	35%	-13%	18%	44%	-15
> CCOC(=O)c1sc(-c2ccc(Cl)cc2Cl)nc1O
 : 18%	-6%	1%	1%	-25%	21
> CC(C)c1nnc(N2C(=O)c3oc4ccccc4c(=O)c3C2c2cccc(O)c2)s1 (stereo unspecified)
 : /	5%	24%	/	/	25
> O=C(c1oc(=O)c2ccccc2c1-c1ccccc1)N1CCOCC1
 : 5%	25%	4%	17%	-2%	-7
> NS(=O)(=O)c1ccc(CCNS(=O)(=O)c2cccc3cccnc23)cc1
 : 2%	9%	-3%	-5%	-20%	16
> COCCCNC(=O)c1ccc(CS(=O)(=O)c2ccccc2OC)o1
 : 4%	0%	3%	4%	-16%	-21
> CCCCCC[N+](C)(C)CC/C=C1/c2ccccc2Sc2ccc(Cl)cc21
 : 1%	-10%	-2%	-3%	134%[activator]	-7
> O=C(CC12CCC(CC1)C2)NCc1ccc2c(c1)OCO2
 : 4%	0%	7%	-4%	-10%	23
> O=C(Nc1ccc(C(F)(F)F)cc1)N1CCN(C(=O)c2ccco2)CC1
 : /	0%	2%	3%	-1%	2
> COC(=O)c1cc(-c2ccccc2)sc1NC(=O)CN1C(=O)c2ccccc2C1=O
 : -3%	7%	-6%	4%	-34%	-64*
> COc1ccc(/C=C2\SC(=S)N(CC(=O)NCCO)C2=O)cc1
 : 3%	3%	5%	4%	1%	-38
> CCn1cc(/C=C/C(=O)Nc2c(C)nn(Cc3ccccc3C)c2C)cn1
 : 5%	-4%	-5%	-5%	1%	?
> CCN(C(=O)c1cc2c(=O)oc3ccc(C)cc3c2s1)c1cc(OC)ccc1OC
 : /	2%	-9%	/	/	-20
> COc1ccc(CCNC(=O)CSc2cn(Cc3ccccc3)c3ccccc23)cc1OC
 : 0%	3%	-7%	-2%	-4%	-24
> S=C(Nc1ccc(Cl)cc1)N1CCN(C2CCCCC2)CC1
 : 9%	-30%	?	4%	-15%	-35
> COc1cccc(-c2nc(CS(=O)(=O)CC(=O)NCCc3ccc(OC)c(OC)c3)c(C)o2)c1
 : 2%	?	-13%&15%	5%	104%[activator]	-8&-14
> Cc1ccc(S(=O)(=O)N2CCC(C)CC2)c([N+](=O)[O-])c1
 : 2%	9%	0%	-15%	-5%	-1
> COC(=O)n1c(SC)nc2ccccc21
 : 2%	0%	-12%	15%	-13%	-15
> Clc1ccc(Cc2nnc(-c3cccs3)o2)cc1
 : 0%	-4%	?	7%	-7%	26
> Cc1c(C(=O)N2CCCC2)oc2c1-c1nn(CC(=O)NCCCOC(C)C)cc1CC2
 : /	-18%&-20%	2%&5%	12%	87%[activator]	?
> O=C(CSc1ncnc2c1cnn2-c1ccccc1)Nc1ccccc1
 : 6%	-1%	-4%	-4%	-17%	?
> CCN(CC)S(=O)(=O)c1cc([N+](=O)[O-])ccc1N1CCC(C(N)=O)CC1
 : 2%	2%	8%	15%	-3%	?
> CCOc1ccc(CN(C)CCc2ccccn2)cc1
 : ?	3%	-1%	?	-2%	-14
> Cc1ccc2nc(NC(=O)C3CC3C)sc2c1 (stereo unspecified)
 : /	8%	3%	-15%	-27%	-2
> CNC(=S)N(CCc1c(C)[nH]c2ccc(OC)cc12)Cc1cccnc1
 : 5%	2%	-3%	-2%	3%	-11
> CC(=O)c1ccc(NC(=O)CN2C(=O)CCC2=O)cc1
 : 7%	/	-9%	-3%	-5%	-28
> Cc1cc(N2CCN(C)CC2)nc2ccc(NC(=S)N3CCOCC3)cc12
 : -4%	-2%	2%	-1%	11%	-18
> Cc1ccc2c(Cl)cc(Cl)c(OCC(=O)Nc3cccc(S(=O)(=O)N(C)C)c3)c2n1
 : 0%	-20%	-9%	40%[activator]	-35%	28
> Cn1c(/N=C/c2ccc3c(c2)OCO3)nc2ccccc21
 : -24%	7%	-12%	2%	-4%	33
> COc1ccc(OCC(=O)Nc2ccc(Cl)cc2C(=O)c2ccccc2)cc1
 : 1%	5%	-7%	-19%	-20%	?
> CCCN(C(=O)c1cc2c(=O)oc3ccccc3c2s1)c1ccc(CC)cc1
 : /	8%	-2%	/	/	4
> Cn1c(=O)cc(SCC(=O)NCc2ccc(F)cc2)c2cc(Cl)ccc21
 : /	0%	16%	/	/	-11
> CCSCc1nc2ccccn2c1Br
 : -17%	-29%	-1%	-1%	8%	-11
